Compound activity from PubChem.
D1 antagonist: antagonists of human D1 dopamine receptor | P21728 | HEK293 TREx D1 cells, calcium flux, dopamine EC80; active compounds read low | activity change, negative = inhibition, % at 10 µM | hit rate 3.2% among 360,000; in the data active = activity change below about -30%; also: % is scaled to controls: 0 for no effect and ±100 for the full control effect
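Compound effects on dopamine-evoked calcium signalling were measured in tetracycline-induced HEK293 Trex D1 cells. Dopamine at EC80 followed a 180 s compound pre-read, and fluorescence was tracked kinetically for 180 s more.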
TRHR PAM: allosterically enhances the human TRH receptor; AID 493056; P34981; enhancement, % at 2 µM; hit rate 0.66% among 360,000; TRHR cells, fluo-8 calcium fluorescence, EC20 TRH enhancement; in the data active = enhancement above about 30%; also: 0% is about no effect
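Enhancer read-out: after compound pinning and an initial kinetic agonist-mode read, an EC20 of TRH (10 nM final) was injected and fluo-8 calcium signal (Ex 480/Em 530) followed at 1 s/cycle for 100 cycles in TRHR-expressing cells.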
RXFP1 antag: RXFP1 (human) relaxin receptor antagonism; HEK293-RXFP1, relaxin-stimulated cAMP HTRF, 30 min; active compounds read low; activity change, negative = inhibition, % at 57.5 µM; hit rate 0.59% among 350,000;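 active = activity change of -60% or lower, but not beyond a set lower limit; inconclusive = change between -60% and -40%, or beyond the set limit; inactive = change above -40%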; also: % is scaled to controls: 0 for no effect and ±100 for the full control effect
Target sequence (Q9HBX9 whole entry, looked up): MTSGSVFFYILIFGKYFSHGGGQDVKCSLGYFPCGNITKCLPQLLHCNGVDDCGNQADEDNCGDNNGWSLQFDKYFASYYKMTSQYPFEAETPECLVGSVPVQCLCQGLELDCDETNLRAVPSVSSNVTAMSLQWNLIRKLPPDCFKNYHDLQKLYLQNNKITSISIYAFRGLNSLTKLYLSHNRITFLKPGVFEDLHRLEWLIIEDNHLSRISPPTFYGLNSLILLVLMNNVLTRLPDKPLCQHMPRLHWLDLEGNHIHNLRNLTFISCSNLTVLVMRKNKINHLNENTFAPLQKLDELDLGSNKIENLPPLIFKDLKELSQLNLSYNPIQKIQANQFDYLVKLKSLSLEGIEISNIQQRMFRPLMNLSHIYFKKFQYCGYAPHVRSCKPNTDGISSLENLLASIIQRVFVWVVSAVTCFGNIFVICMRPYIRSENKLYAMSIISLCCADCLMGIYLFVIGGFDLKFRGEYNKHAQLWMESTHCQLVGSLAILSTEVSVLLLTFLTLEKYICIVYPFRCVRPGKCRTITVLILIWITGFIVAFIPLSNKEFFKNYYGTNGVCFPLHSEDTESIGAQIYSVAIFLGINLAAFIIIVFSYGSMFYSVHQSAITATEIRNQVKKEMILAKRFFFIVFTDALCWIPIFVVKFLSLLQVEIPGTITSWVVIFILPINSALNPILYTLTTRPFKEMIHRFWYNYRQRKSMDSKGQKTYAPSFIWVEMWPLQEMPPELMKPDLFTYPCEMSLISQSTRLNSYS
TRHR ag: agonists of human TRH receptor. hit rate 0.18% among 360,000. activation, % at 2 µM. P34981. TRHR cells, calcium flux fluo-8, FDSS agonist mode. AID 493084; in the data active = activation above about 30%; also: 0% is about no effect
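In this calcium-flux screen, cells bearing human TRHR are dye-loaded with fluo-8, baselined for 10 cycles, then exposed to library compounds; positive kinetic calcium responses during the agonist phase mark hits, with TRH as control.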
D1 agonist: human D1 receptor agonism | P21728 | HEK293 T-REx D1 cells, calcium flux, agonist mode | activation, % at 2 µM | hit rate 1% among 360,000 | AID 504660; in the data active = activation above about 30%; also: 0% is about no effect
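Agonism was scored from calcium flux recorded over 180 s (1 read/s) after pintool compound addition, following a 10-cycle baseline. Cells were inducible force-coupled HEK293 TREx D1, plated overnight at 30 C and loaded with no-wash calcium dye.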
RXFP1 ag: agonists of human relaxin receptor RXFP1 | hit rate 0.3% among 370,000 | HEK293T-RXFP1 cAMP TR-FRET, 30 min; response scale: percent of porcine relaxin response, buffer zero | Q9HBX9 | Potency, µM (titrated, usually from 57.5 µM), without a hit: at the top dose activation, usual class: activators | AID 2676; also: potency is read from the fitted curve at half-maximal effect; % is scaled to controls: 0 for no effect and ±100 for the full control effect; nearly all actives have a fitted effect of over 60% in size; many of its hits are not listed in these tables
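HEK293 cells stably expressing RXFP1, treated 30 min at 37C with compounds plus PDE4 inhibitor Ro 20174; cAMP measured by HTRF TR-FRET. Normalized to buffer and 29 nM porcine relaxin; EC50 by Hill fit.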
Anesthetic bind: candidate novel general anesthetic via apoferritin binding. Potency, µM (doses to about 77.5 µM), for inactives: at the highest dose activity change, negative = displacement, hits mostly inhibitors. apoferritin/1-aminoanthracene competitive binding, fluorescence. P02791. hit rate 0.074% among 350,000. AID 485281; also: potency is read from the fitted curve at half-maximal effect; % is scaled to controls: 0 for no effect and ±100 for the full control effect; nearly all actives have a fitted effect of over 20% in size
Target sequence (P02791 2-175 limits assumed): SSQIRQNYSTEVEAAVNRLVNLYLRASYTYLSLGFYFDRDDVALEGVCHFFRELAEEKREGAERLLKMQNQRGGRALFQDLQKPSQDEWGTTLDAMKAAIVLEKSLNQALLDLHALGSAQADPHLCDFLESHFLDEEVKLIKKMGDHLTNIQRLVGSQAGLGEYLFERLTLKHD
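Steps: apoferritin (10 uM) was premixed with half-saturated 1-AMA in PBS, compounds were pin-transferred, plates stood 10 min at room temperature, fluorescence was read at 380/535 nm, and curves were fitted with a Hill equation.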
D1 PAM: potentiators of human D1 dopamine receptor; hit rate 0.036% among 360,000; potentiation, % at 10 µM; P21728; HEK293 TREx D1 cells, calcium flux, dopamine EC20 potentiation; in the data active = potentiation above about 30%; also: 0% is about no effect
D2 PAM: positive allosteric modulators of human D2 dopamine receptor. P14416. HEK293 T-REx D2, calcium flux, EC20 dopamine potentiation. potentiation, % at 10 µM. hit rate 0.34% among 340,000. AID 485347;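 active = potentiation over 3 SD above the plate norm, cut at about 30% in these data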; also: 0% is about no effect
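Cells plated with tetracycline inducer and held overnight at 30 C; calcium dye loaded 30–90 min at room temperature; baseline taken, compound added and read 180 s; EC20 dopamine then added and read 180 s.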
* hit, by the source's call; ? = inconclusive; . = no result given; & = joins results of further samples; [ ] = remark or other dose. Unless noted, calls follow the shape of the dose curve; as a rule, active = well fitted curve in the direction sought with a large enough effect; inconclusive = small, poorly fitted or top-dose-only effect, or another doubt; inactive = no such curve, though single readings can be large; an effect the other way counts as inactive or inconclusive. A portion of the library, so the mix of outcomes need not match the whole.

No.	mol	D1 PAM	RXFP1 ag	D1 agonist	Anesthetic bind	RXFP1 antag
1	COc1cc2c(cc1OC)[C@H](C)N(C(=O)NCc1ccccc1)CC2	9	-0.5%	3	-4%	-5
2	COc1ccc(-c2nnc(SCC(=O)NCCC(C)C)nc2-c2ccc(OC)c(OC)c2)cc1OC	-3&0	2.7%&0.6%	2&1	?	1&-24
3	CCn1c(=O)cc(N2CCCCC2)[nH]c1=O	-7	-2.6%	2	-7%	.
4	Cc1ccc(C(C(=O)NC2CCCC2)N(Cc2ccc(F)cc2)C(=O)c2snc(C(N)=O)c2N)o1 (stereo unspecified)	-6	2.7%	6	-23%	-17
5	COc1cccc(NC(=O)CN(C)C(=O)CSc2ccc3c(c2)OCCO3)c1	.	0.4%	7	.	4
6	O=C(Cc1cccc2ccccc12)OCn1nnc2ccccc2c1=O	-4	0.6%	-2	-6%	8
7	CC(C)c1[nH]nc2c1C(C1C=CCCC1)C(C#N)=C(N)O2 (stereo unspecified)	-2	0.9%	-1	6%	-10
8	CCC(=O)N1CCc2cc(CNC(=O)c3ccccc3C)ccc21	-3	2.0%	3	-11%	-13
9	CCCCS(=O)(=O)/C=C\C1C2C=CC(C2)C1S(=O)(=O)CCCC (stereo unspecified)	-4	1.4%	2	-10%	0
10	CCN(CC)c1ccc(Nc2cc3n(c(=O)n2)CCc2cc(OC)c(OC)cc2-3)cc1	3	0.2%	3	-15%	0
11	COc1ccc(N=C2SC(C(=O)O)CC(=O)N2Cc2ccc(OC)c(OC)c2)cc1 (stereo unspecified)	0	2.8%	3	-1%	0
12	O=c1[nH]c2ccc(NCc3ccc(F)cc3)cc2[nH]1	-12	-4.0%	1	?	-4
13	CN1C(=O)C(c2ccccc2[N+](=O)[O-])C(=O)c2ccccc21 (stereo unspecified)	0	-2.3%	0	-1%	9
14	Cc1nc2ccccc2c(=O)n1NC(=O)C1CC1	-7	6.4%	1	-2%	-6
15	O=C(CN1CCCC1)N/N=C/c1ccc(-c2cccc(Cl)c2)o1	5	-1.9%	2	?	-3

No.	TRHR PAM	D1 antagonist	D2 PAM	TRHR ag
1	4	0	12	0.1
2	1&1	2&-3	1&1	-0.9&-0.8
3	0	-14	2	-0.4
4	1	-5	.	1.0
5	-6	4	8	-0.2
6	-6	-5	2	-0.1
7	3	17	12	-0.8
8	4	-18	10	-0.3
9	-1	11	5	-0.2
10	10	-1	3	2.1
11	-3	29	5	0.1
12	-6	5	-4	-0.4
13	-8	-3	1	0.1
14	5	.	10	0.3
15	0	3	-18	-0.1

Some values from the results shown:
Result for entry 9 in Anesthetic bind: -10%
Result for entry 15 in D2 PAM: -18
Result for entry 3 in TRHR PAM: 0
Result for entry 11 in Anesthetic bind: -1%
Result for entry 5 in TRHR PAM: -6
Result for entry 2 in D1 agonist: 2&1
Result for entry 8 in D1 PAM: -3

The main list resumes, starting 2 compounds before the break.
No.	mol	D1 PAM	RXFP1 ag	D1 agonist	Anesthetic bind	RXFP1 antag
14	Cc1nc2ccccc2c(=O)n1NC(=O)C1CC1	-7	6.4%	1	-2%	-6
15	O=C(CN1CCCC1)N/N=C/c1ccc(-c2cccc(Cl)c2)o1	5	-1.9%	2	?	-3
16	Cc1ccc(N(CC(=O)NC2CCCCC2C)S(=O)(=O)c2c(C)noc2C)cc1 (stereo unspecified)	-2	3.1%	0	-1%	14
17	Cc1c(O)nc2sc3ccccc3n2c1=O	-1	-0.8%	2	4%	.
18	COc1ccc(Cl)cc1NC(=O)Cn1cnc2sc(C)c(S(=O)(=O)N3CCN(c4ccccc4OC)CC3)c2c1=O	1	0.4%	1	6%	1
19	CN(CC(=O)Nc1cccc(F)c1)C(=O)CSc1nc2ccccc2s1	0	0.0%	-2	.	-19
20	Fc1ccc(-n2ncc3c(N4CCN(Cc5ccccc5)CC4)ncnc32)cc1	-1	0.7%	-2	-8%	-8
21	COc1ccc(Cl)cc1N/C(N)=N/c1nc(C)cc(=O)[nH]1	-4	-0.3%	1	1%	3
22	COc1ccc(NC(=S)NCCc2ccc(F)cc2)c(OC)c1	-3	3.4%	2	1%	-3
23	COc1ccc(C(=O)Nc2cc(C)c(O)c(-c3nc4ccccc4s3)c2)cc1OC	0	1.1%	-1	12%	.
24	O=C(O)CCC(=O)N1N=C(c2ccccc2)CC1c1ccc2c(c1)OCO2 (stereo unspecified)	-5	1.4%	1	-7%	3
25	CC(C)C1=CC(=Nc2ccc(S(N)(=O)=O)cc2)C=C(C(C)C)C1=O	4	0.4%	0	?	-8
26	Cc1cc(C)cc(N2C(=O)CSC23C(=O)N(Cc2c(F)cccc2Cl)c2ccccc23)c1 (stereo unspecified)	-1	-0.8%	10	58%[activator]	.
27	COc1ccccc1N1CCN(C(=O)CSc2nc3ccccc3nc2Cc2ccccc2)CC1	1	4.7%	3	-6%	.
28	Cc1ccc(C(O)CN2C3=NCCN3c3ccccc32)cc1 (stereo unspecified)	-6	0.2%	3	-16%	-13
29	COc1ccc(N2CCN(CC(=O)NC(C)c3ccccc3)CC2)cc1 (stereo unspecified)	2	0.2%	-3	2%	3
30	CCOc1ccc(/C(O)=C2\C(=O)C(=O)N(CCN(C)C)C2c2cccc(OC)c2OC)cc1Cl (stereo unspecified)	1	12%	1	-8%	12

No.	TRHR PAM	D1 antagonist	D2 PAM	TRHR ag
14	5	.	10	0.3
15	0	3	-18	-0.1
16	-5	-6	-3	0.5
17	19	-2	-8	-0.2
18	0	6	4	0.1
19	-4	-11	-6	-1.4
20	-2	-3	6	0.4
21	-3	-20	-12	-0.4
22	3	3	-3	-1.2
23	-4	-2	2	-0.3
24	1	-8	-4	-0.4
25	8	17	12	-1.8
26	18	-1	6	-1.4
27	-3	-4	5	0.1
28	10	3	5	0.1
29	7	10	12	0.3
30	4	2	-4	0.9

(further entries)
No.	mol	D1 PAM	RXFP1 ag	D1 agonist	Anesthetic bind	RXFP1 antag
31	O=C(CCSCc1cccc(Cl)c1)NCc1ccc(F)cc1Cl	3	0.2%	10	-17%	-8
32	C/C=C(\C)CN1CCc2cc(OC)c(OC)cc2C1	-4	1.1%	9	1%	-9
33	O=C(CNCC1CCCO1)Nc1ccccc1N1CCOCC1 (stereo unspecified)	-3	1.0%	1	-7%	-12
34	Cc1nc2c3ccccc3nc(NNC(=O)CCC(=O)NCCN3CCN(c4ccccc4F)CC3)n2n1	-4	1.2%	1	0%	-6
35	CCn1c2ccccc2c2cc(NC(=O)c3cc(C)on3)ccc21	-15	1.0%	0	-8%	-24
36	CCc1cc(C(=O)NCc2ccccc2)no1	1	3.3%	-1	?	-6
37	CCOC(=O)c1c(C)[nH]c(C(=O)CSc2nc(C)cc(C)n2)c1C	-2	3.5%	11	0%	1
38	O=C(NCc1ccc(F)cc1)c1cc2ccccc2o1	-3	-0.3%	1	-5%	2
39	O/N=C/c1ccccc1Oc1ccc(Cl)cc1	6	-0.8%	0	?	-29
40	COC(=O)C1CCN(c2cc(=O)n(C3CCCCC3)c(=O)[nH]2)CC1	2	0.1%	1	-7%	-11
41	Cc1ccc(C2C(C#N)=C(N)Oc3cc(C)oc(=O)c32)o1 (stereo unspecified)	-3	1.6%	1	-8%	9
42	CC(C)(C)NC(=O)C1Cc2ccccc2CN1 (stereo unspecified)	-4	3.3%	2	-3%	5
43	O=C(CN1CCN(S(=O)(=O)c2cccc(Br)c2)CC1)NCCc1cccs1	5	0.1%	0	.	-8
44	O=C1CCN(Cc2ccc([N+](=O)[O-])cc2)CCN1[C@H](CO)c1ccccc1	-3	-2.5%	2	-6%	.
45	COc1ccc2ccccc2c1/C=N/Nc1cccc(C(=O)O)c1	3	13%	4	-4%	-13

No.	TRHR PAM	D1 antagonist	D2 PAM	TRHR ag
31	7	0	2	-0.3
32	32*	14	31*	-0.2
33	3	9	9	0.2
34	-5	-13	-14	0.2
35	-2	-45*	22	-1.5
36	2	13	0	-0.1
37	4	-19	10	0.4
38	-1	-3	52*	-2.0
39	5	-9	2	1.1
40	9	2	3	0.1
41	6	-9	12	-0.5
42	-3	-2	-9	0.6
43	0	2	18	-0.3
44	-4	7	7	0.6
45	3	-2	10	-0.4

Ordered by the number under RXFP1 antag (high to low): some entries from above.
nr	mol	RXFP1 antag
16	Cc1ccc(N(CC(=O)NC2CCCCC2C)S(=O)(=O)c2c(C)noc2C)cc1 (stereo unspecified)	14
41	Cc1ccc(C2C(C#N)=C(N)Oc3cc(C)oc(=O)c32)o1 (stereo unspecified)	9
42	CC(C)(C)NC(=O)C1Cc2ccccc2CN1 (stereo unspecified)	5
18	COc1ccc(Cl)cc1NC(=O)Cn1cnc2sc(C)c(S(=O)(=O)N3CCN(c4ccccc4OC)CC3)c2c1=O	1
11	COc1ccc(N=C2SC(C(=O)O)CC(=O)N2Cc2ccc(OC)c(OC)c2)cc1 (stereo unspecified)	0
40	COC(=O)C1CCN(c2cc(=O)n(C3CCCCC3)c(=O)[nH]2)CC1	-11

Other compounds
No.	mol	D1 PAM	RXFP1 ag	D1 agonist	Anesthetic bind	RXFP1 antag
46	CCS(=O)(=O)N1CCC(C(=O)NCCCN2CCC(Cc3ccccc3)CC2)CC1	1	-1.8%	1	-9%	-9
47	Cc1ccc(OC(=O)C(C)c2cccc(C(=O)c3ccccc3)c2)cc1 (stereo unspecified)	-6	2.5%	7	-3%	7
48	CCOC(=O)COc1coc(CN2CCN(c3ccc(F)cc3)CC2)cc1=O	-5	-0.1%	1	-7%	-13
49	CC(=O)Nc1ccc(S(=O)(=O)Nc2cccc(-c3nc4ccccc4o3)c2)cc1	1	1.6%	4	-23%	2
50	O=S(=O)(NC1CCCCC1N1CCCCC1)c1ccccc1 (stereo unspecified)	-2	0.4%	2	1%	6
51	Cc1ncoc1C(=O)N1CCCC(C(=O)c2ccc(-c3ccccc3)cc2)C1 (stereo unspecified)	-4	0.6%	3	-21%	4
52	O=C(CCN1c2ccccc2Sc2ccccc21)Nc1ccccc1	-2	0.8%	-1	0%	4
53	O=C(NCCCNC(=O)c1ccc(-c2cc(Cl)ccc2Cl)o1)c1cnccn1	1	3.1%	0	?	-12

No.	TRHR PAM	D1 antagonist	D2 PAM	TRHR ag
46	3	-7	-10	0.0
47	-7	-10	-4	1.0
48	0	1	-2	0.6
49	-3	-1	5	0.6
50	-2	3	-1	0.6
51	-5	-4	-6	-0.8
52	-3	-8	-6	0.1
53	6	16	-10	0.3
